From PubChem
UHRF1 binding – human UHRF1 methylated DNA binding inhibitors | Q96T88 | UHRF1 binding to methylated oligo, TR-FRET | inhibition, % at 4.4 µM | 370,000 tested, 0.75% active | AID 687016; in the data active means inhibition above about 21%;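 further: UHRF1 SRA domain binding a hemimethylated CpG hairpin DNA probe; 0% = median of test compound wells and 100% = reference inhibitor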
ARFGAP1 inhibitor – inhibits rat ARF GTPase activating protein 1 | Q62848 | Arfgap1-stimulated ARF1 GTP hydrolysis, GDP FP detection | AID 651572 | inhibition, % at 16.5 µM | 360,000 tested, 0.26% active;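 active means inhibition above a per-plate limit, mean inhibition of low control wells plus 3 SD, cut at about 25% in these data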;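 further: 0% = DMSO wells with enzyme and 100% = wells lacking Arfgap1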
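Material: truncated rat Arfgap1 GAP domain; Incubation: compound-enzyme preincubation 20 min, reaction 120 min, detection 60 min, 25 °C; Read-out: percent inhibition of Arfgap1-stimulated GTP hydrolysis; Technique: FP, GDP Alexa 633 tracer displaced from anti-GDP antibody, 620/688 nm; Controls: No-Arfgap1 wells (100%) versus DMSO full-reaction wells (0%); Replication: single well per compound.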
MBD2 inh – inhibitors of human MBD2 binding to methylated oligonucleotide. Q9UBB5. TR-FRET. inhibition, % at 4.4 µM. 370,000 tested, 0.31% active. AID 686964; in the data active means inhibition above about 13%
Target sequence (Q9UBB5 whole entry, looked up): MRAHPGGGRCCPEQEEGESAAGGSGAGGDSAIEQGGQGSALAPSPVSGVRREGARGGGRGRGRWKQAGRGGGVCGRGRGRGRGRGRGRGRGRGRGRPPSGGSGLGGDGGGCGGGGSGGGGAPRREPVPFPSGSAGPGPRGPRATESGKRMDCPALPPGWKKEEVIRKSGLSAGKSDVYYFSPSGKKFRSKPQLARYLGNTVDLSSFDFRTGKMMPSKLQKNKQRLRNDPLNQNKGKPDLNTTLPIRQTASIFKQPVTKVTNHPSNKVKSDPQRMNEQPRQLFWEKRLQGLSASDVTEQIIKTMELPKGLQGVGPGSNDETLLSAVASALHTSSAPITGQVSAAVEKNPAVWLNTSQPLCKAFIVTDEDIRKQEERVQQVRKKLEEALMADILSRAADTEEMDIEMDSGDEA
PLCb3 inh – PLC-beta3 (human) inhibition, primary screen; Purified PLC-beta3, fluorogenic substrate, fluorescence; inhibition, % at 12.2 µM; AID 720704; Q01970; 370,000 tested, 0.18% active; in the data active means inhibition above about 11%;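 further: 0% = median of compound wells on plate and 100% = full blocker control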
KLK7 zymogen act – proKLK7 (human) activation, primary screen; P49862; purified proKLK7, EDANS-DABCYL substrate fluorescence; 100% is mature enzyme control, 0% vehicle; activation, % at 7 µM; 370,000 tested, 0.9% active; AID 652039;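 active means activation above the mean of all tested compounds plus 3 SD, computed per campaign excluding outliers beyond control limits, cut at about 13% in these data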
ASAP1 inh – inhibitors of human ASAP1 ArfGAP activity. AID 624377. 360,000 tested, 0.19% active. inhibition, % at 16.5 µM. ASAP1-stimulated ARF1 GTP hydrolysis, GDP FP detection; in the data active means inhibition above about 25%;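 further: 0% = vehicle with enzyme and substrate and 100% = no enzyme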
DDE Tn7 FP inh – disrupts Tn7 cyclic peptide binding to fibrin D-Dimer-E complex | P02675 | FP displacement of FITC-Tn7 peptide from fibrin DD(E); 0% = median of compound wells per plate | inhibition, % at 8.3 µM | 370,000 tested, 0.13% active;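 active means inhibition above the mean of compounds falling within the control limits plus 3 SD of them, cut at about 14% in these data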;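 further: 0% = plate median of compound wells and 100% = 10 µM Aha-Tn7 peptide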
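Test system: human clot-derived fibrin DD(E) complex / Quantity: 2 µM final DD(E) protein / Incubation: 10 min plus 3 h, room temperature / Measured by: fluorescence polarization / Benchmarks: high control of 10 µM Aha-Tn7 peptide / Replicates: singlicate testing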
Tn6 DDE FP – inhibitors of Tn6 peptide binding to human fibrin DD(E) | P02675 | Fibrin DD(E) TRITC-Tn6 fluorescence polarization displacement | inhibition, % at 8.3 µM | 370,000 tested, 0.21% active | AID 720509;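 active means inhibition above a per-campaign cutoff: mean of compounds within control limits plus 3 SD, cut at about 15% in these data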;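 further: 0% = median of all compound wells on the plate and 100% = blocking peptide control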
PLC-gamma1 inh – blocks human PLC-gamma1 enzyme activity | AID 720700 | purified PLC-gamma1, fluorogenic substrate, fluorescence | inhibition, % at 12.2 µM | 370,000 tested, 0.84% active | P19174; in the data active means inhibition above about 9.5%
ADAM17 inh – ADAM17 inhibition, QFRET primary screen | P78536 | recombinant ADAM17, EDANS/DABCYL FRET peptide cleavage | inhibition, % at 6.95 µM | 370,000 tested, 0.83% active | AID 720648;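 active means inhibition above the mean of compounds lying between control limits plus 3 SD, set per campaign, cut at about 8.5% in these data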;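 further: 0% = DMSO-only wells as the low control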
Target sequence (P78536 215-824 limits assumed): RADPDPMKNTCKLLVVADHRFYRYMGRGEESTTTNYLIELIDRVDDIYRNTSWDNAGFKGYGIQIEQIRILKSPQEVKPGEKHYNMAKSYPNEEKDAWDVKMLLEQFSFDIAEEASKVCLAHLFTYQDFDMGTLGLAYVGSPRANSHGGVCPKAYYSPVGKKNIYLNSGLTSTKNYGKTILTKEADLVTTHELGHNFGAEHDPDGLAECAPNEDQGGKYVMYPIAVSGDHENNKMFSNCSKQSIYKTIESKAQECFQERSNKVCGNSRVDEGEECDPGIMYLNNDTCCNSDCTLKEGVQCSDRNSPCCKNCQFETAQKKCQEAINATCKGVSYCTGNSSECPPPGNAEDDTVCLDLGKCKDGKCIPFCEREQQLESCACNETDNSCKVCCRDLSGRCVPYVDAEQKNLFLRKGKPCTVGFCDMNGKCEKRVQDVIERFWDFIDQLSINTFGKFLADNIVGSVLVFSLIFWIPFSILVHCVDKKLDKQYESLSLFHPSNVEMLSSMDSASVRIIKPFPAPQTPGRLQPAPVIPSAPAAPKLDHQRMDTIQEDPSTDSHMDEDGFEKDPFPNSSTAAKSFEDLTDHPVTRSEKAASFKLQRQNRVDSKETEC
* hit, by the source's call; . = no result given.

No. | SMILES | KLK7 zymogen act | UHRF1 binding | MBD2 inh | ADAM17 inh | PLCb3 inh | PLC-gamma1 inh | ASAP1 inh | ARFGAP1 inhibitor | DDE Tn7 FP inh | Tn6 DDE FP
1 | Cc1ccc(N2C(=O)[C@@H]3[C@H](C2=O)C2CCCN2[C@@H]3C(=O)c2ccccc2)cc1 (stereo partly specified) | 0.8 | -1.7 | 1.1 | -7.3 | -54.2 | -44.2 | -2.0 | -3.1 | 4.1 | 0.9
2 | COC(=O)/C=C1/SC(=Nc2ccc(C)cc2C)NC1=O | -0.2 | 3.3 | -2.5 | -1.1 | 1.3 | 3.4 | -1.5 | 13.7 | 0.9 | -6.8
3 | CCOc1ccc2nc(SCC(=O)NC3CCS(=O)(=O)C3)[nH]c2c1 (stereo unspecified) | 0.1 | 0.9 | -6.2 | 2.1 | 6.9 | 1.8 | -2.4 | -2.2 | 0.3 | -3.5
4 | COCCNC(=O)C1(C)CCCN(CCOc2ccc(Cl)cc2)C1 (stereo unspecified) | -0.8 | 4.2 | -2.7 | -4.5 | -2.4 | -0.2 | -0.1 | 0.3 | -3.7 | -6.6
5 | O=C(N[C@@H](Cc1ccccc1)C(=O)OCc1ccccc1)c1nc[nH]c1C(=O)NC1CCNCC1 | 0.9 | 12.9 | 13.0 | -3.2 | 4.5 | 1.7 | -13.1 | 6.7 | -0.9 | 1.0
6 | COc1ccccc1CCC(=O)N(Cc1ccccc1)c1c(N)n(Cc2ccccc2)c(=O)[nH]c1=O | 0.2 | 3.0 | -1.0 | 0.7 | -4.6 | 0.5 | 1.2 | 10.4 | 0.0 | -1.5
7 | COc1ccc(OCC#CCNC(C)(C)C)cc1 | 1.2 | 0.2 | 0.6 | -4.2 | 1.7 | 1.9 | -11.8 | -1.6 | 5.2 | -2.4
8 | COc1cccc(N2CCN(Cc3nc(N)nc(Nc4ccccc4)n3)CC2)c1 | -0.5 | -2.4 | -4.6 | 2.2 | 3.7 | 3.7 | 18.0 | 11.9 | -0.7 | 7.5
9 | CS(=O)(=O)N(CCc1ccccc1)CC(=O)N1CCCCCC1 | 0.5 | 13.9 | -5.0 | 2.9 | 12.6* | 2.0 | -8.9 | -2.9 | -3.9 | -6.2
10 | CCC(Oc1ccccc1)C(=O)Nc1nnc(C(F)(F)F)s1 (stereo unspecified) | 0.1 | -1.2 | 1.8 | -0.9 | 2.0 | -0.3 | 12.7 | -1.5 | 0.8 | 4.0
11 | Cc1cc(Br)cc2c1N(C)C(=O)C2(c1ccc(O)cc1)c1ccc(O)cc1 | 0.7 | 1.0 | 2.8 | 2.5 | -7.5 | 1.3 | 16.7 | 2.6 | -5.3 | -0.9
12 | Cn1c(CC(=O)Nc2ccccc2F)nnc1SCC(=O)N1CCOCC1 | 0.6 | 0.0 | -7.1 | -4.2 | -8.6 | -0.6 | -5.4 | 5.4 | 4.1 | -0.9
13 | CC1C/C(=N/NC(=O)c2ccc(CSc3nc4ccccc4[nH]3)cc2)CC(C)(C)C1 (stereo unspecified) | -1.4 | -2.5 | 0.4 | -0.7 | -12.4 | -14.3 | -4.7 | 2.9 | 0.4 | -10.4
14 | CCN1C(=O)[C@H]2[C@@H](c3ccc(C(F)(F)F)cc3)N[C@]3(CCCN(Cc4ccc(C(F)(F)F)cc4)C3=O)[C@H]2C1=O | -0.1 | 0.8 | 8.8 | 0.8 | -0.8 | 4.5 | 6.4 | 1.4 | -3.9 | -6.8
15 | CC12CCC(=O)N1C(C(=O)Nc1nnc(SCc3ccc(F)cc3)s1)CS2 (stereo unspecified) | -0.7 | 1.3 | 1.9 | 1.0 | -9.3 | -4.4 | -3.3 | -0.1 | -2.6 | -2.5
16 | CC(C)(C)c1ccc(/C=C/C(=O)NCCCN2CCOCC2)cc1 | -0.2 | 4.4 | 1.0 | -0.7 | 2.3 | 4.4 | -2.7 | 4.4 | -2.7 | -3.8
17 | O=C(O)CSc1ccn(Cc2ccccc2)c1 | -0.2 | 0.9 | 2.5 | -3.1 | 1.0 | 0.8 | 1.8 | 6.7 | -4.6 | -5.4
18 | CCCCn1c(N)c(N(CCOC)C(=O)COC(=O)c2cc(CCC)c(C)s2)c(=O)[nH]c1=O | -0.2 | 2.9 | 2.0 | -0.1 | -9.2 | -1.3 | -4.0 | -20.0 | 1.2 | -8.7
19 | O=C(COc1ncnc2ccccc12)c1ccc(Cl)cc1 | 0.3 | -0.8 | 5.2 | 0.2 | -2.4 | -0.2 | -7.7 | 0.8 | 5.2 | 3.8
20 | CCOc1ccccc1C(=O)Nc1nnc(COC)s1 | 0.1 | -0.9 | 1.6 | -5.4 | -1.2 | -0.1 | 3.2 | 6.1 | -5.5 | -7.6
21 | CC1=C(C(=O)N2CCCC(CCC(=O)NCc3ccccc3F)C2)OCCO1 (stereo unspecified) | -0.5 | 2.0 | 4.5 | -4.0 | -0.9 | 3.8 | 4.6 | 3.7 | 5.3 | -3.4
22 | CSc1ccccc1C(=O)N1CCC2(CC1)CC(=O)c1ccccc1O2 | -0.3 | 0.0 | -0.1 | -20.9 | -18.9 | -7.0 | 0.9 | -0.2 | 6.0 | -5.0
23 | CSCC[C@@H](C(=O)Nc1ccc2c(c1)OCCO2)N1Cc2ccccc2C1=O | 0.1 | -0.5 | 3.1 | -0.8 | -0.5 | 2.6 | -3.0 | -8.6 | 4.7 | -3.0
24 | CC(Cl)C(=O)N1CCC(C(=O)NCC2COc3ccccc3O2)CC1 (stereo unspecified) | 0.3 | -0.2 | 2.0 | 1.8 | -1.2 | -3.0 | . | . | -3.7 | 1.2
25 | COc1ccc(C(C)(O)c2nc(-c3ccc(Cl)cc3)cs2)cc1 (stereo unspecified) | -0.2 | 1.7 | 3.2 | 7.2 | -2.5 | 2.0 | 15.3 | 9.3 | -1.0 | -5.5
26 | CN1CCN(NC(=O)C2CC2)CC1 | -0.4 | 1.2 | 0.6 | -0.6 | 2.1 | 3.9 | -5.8 | 10.3 | 8.8 | 2.0
27 | O=S(=O)(c1ccccc1)c1nc(-c2ccccc2)oc1NCc1cccnc1 | 0.1 | -1.5 | 5.6 | -0.1 | -0.4 | 0.5 | 0.6 | -5.0 | 0.5 | -0.1
28 | COc1ccc(CCn2cnc3nc4ccc(Cl)cc4cc3c2=O)cc1OC | -0.2 | -2.4 | 1.8 | -3.1 | 0.6 | -0.8 | . | . | 2.4 | 0.2
29 | CCOC(=O)C1(CCCc2ccccc2)CCN(C(=O)Cc2nonc2C)CC1 | -1.0 | -1.1 | -1.5 | 3.8 | 2.1 | 2.6 | -1.7 | -6.3 | 0.9 | -2.2
30 | O=C(NCc1ccccc1)c1ccc2c(c1)OCCO2 | 0.1 | 2.6 | 4.7 | 4.6 | 1.7 | 1.8 | 6.3 | -13.5 | -0.1 | -10.0

Quoted from above: entries 29 to 30
No. | SMILES | KLK7 zymogen act | UHRF1 binding | MBD2 inh | ADAM17 inh | PLCb3 inh | PLC-gamma1 inh | ASAP1 inh | ARFGAP1 inhibitor | DDE Tn7 FP inh | Tn6 DDE FP
29 | CCOC(=O)C1(CCCc2ccccc2)CCN(C(=O)Cc2nonc2C)CC1 | -1.0 | -1.1 | -1.5 | 3.8 | 2.1 | 2.6 | -1.7 | -6.3 | 0.9 | -2.2
30 | O=C(NCc1ccccc1)c1ccc2c(c1)OCCO2 | 0.1 | 2.6 | 4.7 | 4.6 | 1.7 | 1.8 | 6.3 | -13.5 | -0.1 | -10.0

Other structures:
No. | SMILES | KLK7 zymogen act | UHRF1 binding | MBD2 inh | ADAM17 inh | PLCb3 inh | PLC-gamma1 inh | ASAP1 inh | ARFGAP1 inhibitor | DDE Tn7 FP inh | Tn6 DDE FP
31 | CC(C)CNC(=O)C1(C)CCCN1C(=O)c1cccnc1 (stereo unspecified) | -0.2 | 1.2 | 2.6 | -2.9 | 3.2 | -1.5 | -8.8 | -13.7 | -0.7 | 2.2
32 | O=C(COc1cccnc1[N+](=O)[O-])N1CCc2ccccc2C1 | 0.5 | 5.5 | -3.5 | 0.3 | -0.6 | 1.4 | 7.2 | 1.6 | -4.2 | 0.2
33 | CC1CN(S(=O)(=O)c2ccc(Cl)c(S(=O)(=O)N3CC(C)OC(C)C3)c2)CC(C)O1 (stereo unspecified) | -0.4 | 3.5 | 4.5 | 0.0 | 2.9 | 2.1 | -0.1 | 5.5 | -0.2 | 0.2
34 | COc1ccc(CC(=O)Nc2ccc(C(=O)O)cc2NC(=O)Cc2ccc(OC)cc2)cc1 | -0.4 | 1.6 | -3.1 | -1.8 | -3.8 | 1.4 | 13.6 | 6.1 | 2.0 | 3.6
35 | C/C(O)=C(/N=O)C(=O)Nc1ccccc1 | -0.4 | -0.8 | 3.8 | -3.5 | -0.3 | -1.1 | 9.4 | -3.7 | 1.3 | 0.0
36 | CCc1c(C)nc2c(-c3ccccc3)c(-c3ccccc3)[nH]n2c1=O | -3.7 | -1.2 | -6.7 | -3.3 | -13.9 | -6.3 | 9.1 | 2.1 | -0.7 | -4.3
37 | O=C(COc1ccc(-n2cnnn2)cc1)NC1CCCCC1 | 0.0 | -2.1 | -1.1 | 0.8 | 4.9 | 3.0 | -11.1 | 15.7 | 0.8 | -5.3
38 | CC(C)Oc1ccc(Cc2c(O)nc(NCCCN(C)C)[nH]c2=O)cc1 | -0.9 | -1.6 | 0.4 | -5.7 | 1.6 | 1.9 | -8.7 | 3.5 | 1.6 | -1.1
39 | CC1=C(C(=O)OCc2ccccc2)C(c2cccnc2)n2ncnc2N1 (stereo unspecified) | -0.4 | -1.4 | -1.1 | -4.3 | -0.2 | 1.6 | -9.1 | -4.0 | -0.9 | -0.9
40 | CC(=O)c1cccc(-c2ccnc3c2CC(C(=O)Nc2cccc(C(F)(F)F)c2)O3)c1 (stereo unspecified) | 0.3 | -2.6 | -0.2 | 8.9* | 1.1 | 0.7 | 6.2 | 14.9 | 1.4 | 1.8
41 | COc1ccc(C(CNC(=O)c2cc(S(=O)(=O)N3CCCC3)ccc2Cl)N2CCCC2)cc1 (stereo unspecified) | -0.1 | 5.5 | -3.1 | 2.3 | -9.1 | 4.6 | -21.2 | 6.2 | -0.2 | 1.5
42 | Cc1cc(C)c(S(=O)(=O)N(CC(=O)O)CC(=O)O)c(C)c1 | 0.0 | -2.0 | -1.6 | 1.1 | 4.4 | -2.3 | -4.5 | -0.5 | -5.3 | 3.5
43 | CCOc1cc(/C=N/NC(=O)c2ccccn2)ccc1OC(=O)c1ccc(F)cc1 | -0.3 | -1.2 | 0.6 | -1.6 | -4.5 | 1.1 | 1.5 | -3.1 | 10.1 | -5.1
44 | N/C(=N\OC(=O)COc1ccc2ccccc2c1Br)c1cccnc1 | -0.5 | 1.4 | -1.0 | -1.4 | -10.2 | -0.9 | 12.5 | 9.9 | -6.0 | 1.9
45 | Fc1ccccc1Oc1nc(-c2ccncc2)nc2ccccc12 | -0.1 | 0.5 | -2.8 | -3.8 | -10.1 | 0.1 | 10.1 | -3.8 | -0.4 | -1.0
46 | Cc1ccc(C(=O)CN(CCC(=O)O)C(=O)c2ccncc2)cc1 | -0.6 | 0.3 | 3.0 | -2.6 | -11.2 | -9.3 | -2.6 | -3.1 | -3.8 | 1.4
